KCNQ1 act = potentiators or activators of KCNQ1 channel, primary screen, cell-based, thallium flux, high-throughput | Potassium voltage-gated channel subfamily KQT member 1 (Homo sapiens), P51787 | CHO-K1 KCNQ1, thallium flux FluxOR fluorescence; hits give high values | B-score at 10 µM | 0.35% of 310,000 active;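 active means fluorescence ratio B-score, a plate-corrected score, at least three library SD, with initial intensity B-score within 5 SD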
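Schedule – 37 °C overnight plating, 90-min dark dye load, 20-min compound pretreatment · System – stable KCNQ1 CHO-K1 line · Probe or stimulus – thallium- and potassium-containing depolarizing buffer · Measured by – kinetic FluxOR fluorescence, 10 s baseline plus 110 s post-stimulus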
Dyrk1A ADPGlo = rat Dyrk1A kinase inhibitors, primary screen, biochemical, single point, plate reader. ADP-Glo luminescence, NFATc1 peptide. AID 504441, 2011. Dual specificity tyrosine-phosphorylation-regulated kinase 1A (Rattus norvegicus), Q63470. inhibition, % at 12.5 µM. 0.43% of 310,000 active; in the data active means inhibition above about 50%;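 further: plate controls were vehicle with enzyme for no effect and no enzyme for full effect; many of its hits are not listed in these tables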
hERG protect = hERG rescue from dofetilide block, primary screen, cell-based, CHO-hERG, FluxOR thallium flux, dofetilide IC70; Voltage-gated inwardly rectifying potassium channel KCNH2 (Homo sapiens), Q12809; dofetilide IC70 present; activation (rescue from dofetilide block), less the hit threshold, % at 10 µM; 0.51% of 310,000 active;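 active means activation above the mean of controls blocked by dofetilide plus 5 SD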;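 further: thallium influx through hERG after potassium depolarization seen as dye fluorescence rise; in these data hits start at about 4.7%; inactives centre near -7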
TRPC4 act = activators of mouse TRPC4 channel, primary screen, Fluo4 calcium, HEK293 TRPC4beta/mu-opioid cells; B-score at 10 µM; 0.49% of 310,000 active; AID 2237, 2010; Short transient receptor potential channel 4 (Mus musculus), Q9QUQ5; Fluo4 calcium fluorescence; hits give high values;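 active means B-score above 5 SD of library B-scores, and initial fluorescence ratio not above library mean plus 5 SD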;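 further: positive B-score marks a calcium rise read as TRPC4 activation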
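Material: TRPC4beta and mu-opioid receptor HEK293 stable cells | Incubation: 45 min room-temperature Fluo4 loading, 110 s read | Detection: Kinetic Fluo4 calcium fluorescence | Measure: Integrated baseline-normalised fluorescence ratio, converted to per-well B score | Benchmarks: Low control buffer alone, high control maximal DAMGO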
TRPC4 PAM = positive allosteric modulators of TRPC4, primary screen, cell-based, mouse TRPC4beta, HEK293 mu-opioid, Fluo-4 calcium. 0.42% of 310,000 active. AID 2227, 2009. Short transient receptor potential channel 4 (Mus musculus), Q9QUQ5. B-score at 10 µM. DAMGO EC20, Fluo-4 Ca2+ flux; hits give high values;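 active means B-score of calcium response area above 5 SD of library B-scores, with initial fluorescence ratio within 5 SD of library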;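 further: B-score of integrated fluorescence ratio over time as area under calcium response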
TRPC4 inh = inhibitors of mouse TRPC4 channel, primary screen, Fluo4 calcium, HEK293 TRPC4beta/mu-opioid cells; DAMGO-evoked Fluo4 calcium flux; hits give low values; Short transient receptor potential channel 4 (Mus musculus), Q9QUQ5; B-score at 10 µM; 0.39% of 300,000 active;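 active means B-score over 3 SD under the library average, no early fluorescence shift, positive overall ratio signal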
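Material: HEK293 cells with stable TRPC4beta plus mu-opioid receptor expression / Probe or stimulus: DAMGO in two steps, submaximal then maximal / Compound: single concentration per test compound / Technique: kinetic Fluo4 fluorescence imaging of calcium influx / Read-out: per-well B score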
KCNK3 block = human KCNK3 channel inhibitors, primary screen, CHO cells, FluxOR thallium flux, B-score. FluxOR fluorescence; hits give low values. B-score at 10 µM. Potassium channel subfamily K member 3 (Homo sapiens), O14649. 0.84% of 340,000 active;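 active means B-score under library mean minus 4 SD, starting fluorescence ratio at most library mean plus 5 SD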;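 further: more negative B-score means stronger inhibition of thallium flux through KCNK3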
Target sequence (O14649 whole entry, looked up): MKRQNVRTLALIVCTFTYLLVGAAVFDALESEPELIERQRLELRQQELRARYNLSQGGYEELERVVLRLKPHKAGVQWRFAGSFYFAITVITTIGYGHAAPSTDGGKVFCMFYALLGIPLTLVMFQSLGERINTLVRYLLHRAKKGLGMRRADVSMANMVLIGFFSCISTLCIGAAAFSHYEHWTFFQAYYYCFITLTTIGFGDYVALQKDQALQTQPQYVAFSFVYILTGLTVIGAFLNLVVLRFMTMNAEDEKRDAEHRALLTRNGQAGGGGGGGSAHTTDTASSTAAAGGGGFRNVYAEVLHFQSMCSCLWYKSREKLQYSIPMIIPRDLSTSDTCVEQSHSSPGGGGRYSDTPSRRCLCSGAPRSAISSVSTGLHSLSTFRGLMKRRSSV
KCNK9 block = KCNK9 potassium channel inhibitors, primary screen, HEK293 cells, thallium flux; Potassium channel subfamily K member 9 (Homo sapiens), Q9NPC2; FluxOR thallium flux fluorescence; hits give low values; B-score at 10 µM; 1.2% of 310,000 active;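 active means ratio B-score over 3 SD below the library mean, with starting fluorescence within 5 SD of its mean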;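 further: negative B-score means less thallium flux so channel inhibition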
Target sequence (Q9NPC2 whole entry, looked up): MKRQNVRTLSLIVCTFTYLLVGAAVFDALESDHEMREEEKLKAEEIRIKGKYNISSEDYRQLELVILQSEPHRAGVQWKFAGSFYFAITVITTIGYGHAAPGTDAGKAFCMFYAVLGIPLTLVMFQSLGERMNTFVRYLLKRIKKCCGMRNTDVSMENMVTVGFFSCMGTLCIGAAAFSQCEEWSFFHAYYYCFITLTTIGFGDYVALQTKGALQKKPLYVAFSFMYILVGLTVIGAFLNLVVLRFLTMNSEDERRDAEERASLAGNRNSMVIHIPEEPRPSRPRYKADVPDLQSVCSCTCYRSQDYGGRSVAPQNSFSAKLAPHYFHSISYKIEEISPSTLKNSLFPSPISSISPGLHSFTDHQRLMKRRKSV
KCNQ1 block = inhibitors of human KCNQ1 channel, primary screen, cell-based, thallium flux, high-throughput; CHO-K1 KCNQ1, FluxOR thallium flux fluorescence; hits give high values; B-score at 10 µM; 1.3% of 310,000 active; AID 2642, 2010;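 active means compounds whose thallium flux B-score, printed positive for inhibition, exceeds three library SD while starting fluorescence stays within three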;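 further: channel opened by potassium depolarization with thallium stimulus after 20 min compound exposure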
Platelet DG rel = inhibitors of platelet dense granule secretion, primary screen, cell-based, MLPCN, human platelets. human platelet-rich plasma, SFLLRN dense granule ATP release, luminescence. inhibition, %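 (compounds screened at 7.5 µM in platelet-rich plasma)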. 0.22% of 300,000 active;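 active means mean replicate score, as percent of positive control, at or above 50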
PolyA inhibitor = polyadenylation inhibitors in yeast reporter cells, primary screen, luminescence, S. cerevisiae; S. cerevisiae SKY197-pL101 polyadenylation reporter, beta-gal luminescence; efflux-impaired pdr1/pdr3 knockout yeast; score 100 = 6 SD above DMSO; calls only at 12 µM; 0.02% of 300,000 active;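 active means lowest replicate activity score at least 50, where 100 means six control SD above control mean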;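 further: yeast exposed to compound for 9 h at 30 °C; higher score means more reporter readthrough which indicates perturbed polyadenylation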
An asterisk follows results filed as active; i = inactive; / = no result given. Not all compounds are listed. The share of hits here may be higher or lower than overall.

molecule	KCNQ1 act	Dyrk1A ADPGlo	hERG protect	TRPC4 act	TRPC4 PAM	TRPC4 inh	KCNK3 block	KCNK9 block	KCNQ1 block	Platelet DG rel	PolyA inhibitor
CCCCC(CC)C(=O)Oc1ccc(O)c(C(C)(C)C)c1 (stereo unspecified)	i	-6	-11	i	i	i	-12*	-16*	i	-1	i
O=C(Nc1ccc(SC(F)F)cc1)C1CC(=O)N(Cc2ccccc2)C1 (stereo unspecified)	i	5	-9	i	i	i	i	i	i	-13	i
C[N+]1(CC(=O)Nc2ccc(F)cc2)CCN(C(=O)c2ccco2)CC1	i	3	-9	i	i	i	i	i	i	1	i
O=C(CCC(=O)Nc1ccccc1)NNS(=O)(=O)c1ccc(Cl)cc1	i	1	-12	i	i	i	i	i	i	/	/
CCC(NS(=O)(=O)c1ccc(C)cc1)C(=O)N1CCC2(O)CCCCC2C1 (stereo unspecified)	i	-8	-9	i	i	i	i	i	i	0	i
Cc1ccc(NC(=O)c2cc(NC(=O)C3CC=CCC3C(=O)O)ccc2N2CCOCC2)cc1 (stereo unspecified)	i	10	-8	i	i	i	i	i	i	-3	i
Cc1ccc(N(CC(=O)NCc2ccc(F)cc2)S(=O)(=O)c2c(C)n[nH]c2C)cc1	i	-3	-15	i	i	i	i	i	i	-7	i
COCCn1c(C)cc(C(=O)COC(=O)CNC(=O)c2ccccc2)c1C	i	-3	-10	i	i	i	i	i	i	-8	i
CC(CN1CCOCC1)C(=O)c1ccccc1 (stereo unspecified)	i	/	4	i	i	i	i	i	i	7	i
COCC(C)n1c(C)cc(C(=O)CSc2nc3ccccc3c(=O)[nH]2)c1C (stereo unspecified)	i	3	-6	i	i	i	i	i	i	-6	i
COC(=O)c1sc(S(=O)(=O)Nc2ccc(C)cc2)c(C(=O)OC)c1C	i	9	-5	i	i	i	i	i	i	-7	i
COc1cccc(N2CCN(C(=O)c3ccc(CS(=O)c4ccccc4C)o3)CC2)c1 (stereo unspecified)	i	-1	-11	i	i	i	i	i	i	4	i
COc1ccccc1OCC(=O)NNC(=O)C(=O)N1CCCC1	i	10	-6	i	i	i	i	i	i	-5	i
O=C(c1ccco1)n1nc(NCc2ccccc2)nc1NCc1ccccc1	i	2	-9	i	i	i	i	i	i	-1	i
CCCCn1c(N)c(N(CCC(C)C)C(=O)COC(=O)c2ccccc2)c(=O)[nH]c1=O	i	/	-15	i	i	i	i	i	i	-14	i
O=C(O)c1ccccc1NCc1cccs1	i	/	-7	i	i	i	i	i	i	-5	i
COc1ccccc1CNC(=O)c1oc2ccc(S(=O)(=O)N3CCOCC3)cc2c1C	i	-1	-3	i	i	i	i	i	i	-4	i
CC1CCN(c2c(NCc3ccc(C(=O)NCC4COc5ccccc5O4)cc3)c(=O)c2=O)CC1 (stereo unspecified)	i	13	-7	i	i	i	i	i	i	26	i
O=C1c2ccccc2C(=O)N1CCn1nc(Cl)nc1Cl	i	12	-5	i	i	i	i	i	i	6	i
NC(=O)c1c(NC(=O)c2cccc(N3C(=O)CCC3=O)c2)sc2c1CCCCC2	i	/	-7	i	i	i	i	i	i	27	i
Cc1ccc(C)c(N(CC(=O)N/N=C/c2ccc(-c3ccc([N+](=O)[O-])cc3)o2)S(=O)(=O)c2ccccc2)c1	i	-6	-9	i	i	i	i	i	i	-6	i
Nc1ccccc1SCC(=O)Nc1ccc2c(c1)OCCO2	i	-4	-5	i	i	i	i	i	i	2	i
CC(C)Oc1ccc(N2CC(C(=O)NC3=NCCS3)CC2=O)cc1 (stereo unspecified)	i	2	-9	i	i	i	i	i	i	-11	i
CC(=O)Nc1ccc(NS(=O)(=O)c2cc(Cl)ccc2Cl)cc1	i	-2	-9	i	i	i	i	i	i	2	i
Cc1cc2ncn(C(=O)N3CCCCCC3)c2cc1C	i	3	-5	i	i	i	i	i	i	0	i
O=C(CC1(O)C(=O)Nc2ccccc21)c1cccc(-n2cccc2)c1 (stereo unspecified)	i	-3	2	i	i	i	i	i	i	-12	i
COc1ccc(-c2noc(CCC(=O)NCCc3ccccc3)n2)cc1	i	-2	-5	i	i	i	i	i	i	-7	i
COc1ccc(Cc2nc(=S)[nH][nH]2)cc1Br	i	-3	-14	i	i	i	i	i	i	1	i
CCC(=O)Nc1ccc(S(=O)(=O)Nc2ccccn2)cc1	i	-3	0	i	i	i	i	i	i	8	i
O=C(CN1C(=O)c2ccccc2C1=O)Nc1cc(C(=O)O)cc(C(=O)O)c1	i	3	-3	i	i	i	i	i	i	4	i
Cc1nnsc1C(=O)N1CCCC(N2CCN(c3ccc(F)cc3)CC2)C1 (stereo unspecified)	i	-3	-13	i	i	i	i	i	i	1	i
Nn1c(SCC(=O)Nc2ccc(S(N)(=O)=O)cc2)nnc1-c1ccco1	i	2	-3	i	i	i	i	i	i	-10	i
CSc1nc2c(c(=O)[nH]1)C(c1cccc(Cl)c1)CC(=O)N2 (stereo unspecified)	i	2	-10	i	i	i	i	i	i	-2	i
Cc1cccc2c(N=O)c(O)[nH]c12	i	-5	-8	i	i	i	i	i	i	15	i
COc1ccc(C2NC(=O)N(CCCC(=O)O)C(C)=C2C(=O)OCc2ccccc2)cc1 (stereo unspecified)	i	/	5	i	i	/	/	i	i	5	i
CCOP(=O)(/C(C#N)=C(/O)c1ccccc1)c1ccccc1 (stereo unspecified)	i	-7	-3	i	i	i	i	i	i	3	i
COc1cccc2c1Oc1ncccc1N(C(=O)CCC(=O)NCc1cccc(C)c1)C2	i	-2	-5	i	i	i	i	i	i	3	i
Cc1ccc(NC(=O)CN2CCOCC2)cc1C	i	-3	-8	i	i	i	i	i	i	2	i
CN1CCc2c(OCc3ccc(F)cc3)cccc2C1=O	i	/	-15	i	i	i	i	i	i	0	i
Cc1onc(-c2c(Cl)cccc2Cl)c1C(=O)ONC(=O)c1ccccc1	i	-4	-8	i	i	i	i	i	i	3	i
Cc1ccc(NC(=O)CCc2nc3sc4c(c3c(=O)[nH]2)CCCC4)nc1	i	-4	-18	i	i	i	i	i	i	-3	i
CCCS(=O)(=O)N1CCN(CCCc2ccccc2)CC1	i	-2	2	i	i	i	i	i	i	7	i
CN(C(=O)COc1ccccc1C(=O)NCCOc1ccccc1)c1ccccc1	i	0	-34	i	i	i	i	i	i	-5	i
COCCCn1c(=O)c2ccccc2n(CC(=O)NCCC2=CCCCC2)c1=O	i	-3	-10	i	i	i	i	i	i	0	i
COc1ccc(OCCSc2nnc(Cc3cccc4ccccc34)n2N)cc1	i	4	-10	i	i	i	i	i	i	-4	i
O=C(Cc1ccc(S(=O)(=O)N2CCOCC2)s1)NCCC(c1ccccc1)c1ccccc1	i	-3	-12	i	i	i	i	i	i	1	i
O=C(O)c1ccc(/C=N/NC(=O)c2ccc3c(c2)OCCO3)cc1	i	-2	-8	i	i	i	i	i	i	-5	i
CC(=O)c1ccc(N2CCN(C(=O)c3cc4c(-c5ccccc5F)nn(C)c4s3)CC2)cc1	i	5	-8	i	i	i	i	i	i	1	i
CC(=O)Oc1ccc(N2C(=O)C3C(C2=O)C2C=CC3C23CC3)cc1[N+](=O)[O-] (stereo unspecified)	i	-2	-11	i	i	i	i	i	i	2	i
NS(=O)(=O)c1ccc(CCNC(=O)c2cc(-c3ccccc3)nc3ccccc23)cc1	i	2	-13	i	i	i	i	i	i	-16	i
CCC1(c2ccccc2)NC(=O)N(CC(=O)NCCN2C(=O)S/C(=C\c3cccnc3)C2=O)C1=O (stereo unspecified)	i	-4	-16	i	i	i	i	i	i	8	i
CCc1cccc(C)c1N1C(=O)CC(C)(C)CC1=O	i	/	-2	i	i	i	i	i	i	-1	i
COc1ccc(-n2ncc3c2CC(C)(C)CC3NC(=O)CCn2nc(C)cc2C)cc1 (stereo unspecified)	i	8	-7	i	i	i	i	i	i	-3	i
CCCOc1cccc(NC(=O)c2cc(C)oc2C)c1	i	0	-5	i	i	i	i	i	i	5	i
O=S(=O)(N1CCCCC1)N1CCN(c2ccc(F)cc2)CC1	i	0	-2	i	i	i	i	i	i	6	i
Cc1ccc2cc(CCNC(=O)c3cccc([N+](=O)[O-])c3)c(=O)[nH]c2c1	i	-6	-7	i	i	i	i	i	i	-5	i
COc1cc2c3c(c1)C(C)=CC(C)(C)N3C(=O)C2=O	i	-5	-8	i	i	i	i	i	i	-8	i

Random excerpt: 2 records from the list.
molecule	KCNQ1 act	Dyrk1A ADPGlo	hERG protect	TRPC4 act	TRPC4 PAM	TRPC4 inh	KCNK3 block	KCNK9 block	KCNQ1 block	Platelet DG rel	PolyA inhibitor
COc1ccc(-n2ncc3c2CC(C)(C)CC3NC(=O)CCn2nc(C)cc2C)cc1 (stereo unspecified)	i	8	-7	i	i	i	i	i	i	-3	i
CC(=O)Oc1ccc(N2C(=O)C3C(C2=O)C2C=CC3C23CC3)cc1[N+](=O)[O-] (stereo unspecified)	i	-2	-11	i	i	i	i	i	i	2	i

High-throughput results from PubChem.
